High-throughput results: PubChem, several laboratories
Rac1 GTP hydrolysis: MgcRacGAP GTPase-activating activity inhibitors, confirmation, biochemical, ADP Hunter fluorescence | Rac GTPase-activating protein 1 (Homo sapiens) | MgcRacGAP-stimulated Rac1 GTP hydrolysis, ADP Hunter fluorescence; higher % means a stronger effect; GST-tagged Rac1 F28L mutant substrate | 0.6% of 340,000 active | inhibition, % at 30 µM, or IC50 in µM where a hit was titrated;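 active = first-screen hits whose inhibition reached a set limit at any dose in the follow-up dose series; inconclusive = inhibition above the set first-screen limit but never retested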;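 note: fluorescence reports GDP produced by GAP-driven GTP hydrolysis; strong numbers were not always called active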
K1F lysis inhibition: inhibition of K1F phage lysis, E. coli UTI89, bacterial capsule biogenesis inhibitors, alamar blue (AID 488966) | 0.02% of 340,000 active | one-dose inhibition, % at 100 µM; IC50 in µM for titrated hits | E. coli UTI89 K1F phage lysis, alamar blue, 2 h; higher % means a stronger effect;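 active = phage lysis inhibition, versus mean bacterial control, above a set limit; inconclusive = no clear call, values can overlap the other calls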;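 note: capsule biogenesis inhibitors block K1F phage lysis so surviving cells raise fluorescence; higher fluorescence means more inhibition of phage lysis; actives were called in the ten point dose series up to 300 µM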
NOD1 NF-kB reporter: NOD1 signaling inhibitors, primary screen, cell-based, luminescence, uHTS (AID 1578) | NOD1-driven NF-kB luciferase reporter cells, luminescence; higher % means a stronger effect | one-dose inhibition, % at 4 µM; EC50 in µM for titrated hits | 1% of 290,000 active; in the data active = inhibition mostly above about 36%, no sharp cut-off; inactive = mostly below about 34%;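 note: HEK-293T reporter cells stimulated with the NOD1 agonist gamma-tri-DAP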
GPR35 antagonists: GPR35 antagonists blocking zaprinast-driven arrestin recruitment, primary screen, imaging, U2OS, beta-arrestin-GFP, zaprinast agonist (AID 2058); G-protein coupled receptor 35 (Homo sapiens); U2OS GPR35 beta-arrestin-GFP translocation imaging, zaprinast antagonism; higher % means a stronger effect; inhibition, % at 10 µM; hits with a dose series show IC50 in µM; 0.052% of 290,000 active;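 active = inhibition of at least 50% with at least 30 cells and total cytoplasm GFP at most 10,000,000; inconclusive = under 30 cells or total GFP of 10,000,000 plus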
KOR beta-arrestin-1: KOR agonists, beta-arrestin recruitment, primary screen, cell-based, luminescence, uHTS (AID 1777); activation, % at 10 µM, or EC50 in µM where a hit was titrated; Kappa-type opioid receptor (Homo sapiens); 0.02% of 280,000 active; KOR beta-arrestin recruitment, luminescence; higher % means a stronger effect; in the data active = activation above about 50%, passing the limit was not always enough; note: a part of the inactive calls stands beside numbers as strong as those of hits
GPR55 beta-arrestin: GPR55 agonists via beta-arrestin recruitment, primary screen, imaging, U2OS cells, beta-arrestin-GFP redistribution (AID 1961); U2OS GPR55 beta-arrestin-GFP redistribution imaging; higher % means a stronger effect; 0.048% of 290,000 active; G-protein coupled receptor 55 (Homo sapiens); activation, % at 10 µM, or EC50 in µM where a hit was titrated;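 active = activation above 40% with more than 50 cells counted in the well; inconclusive = wells holding fewer than 50 cells, flagged as toxic or sparse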;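 note: U2OS osteosarcoma cells stably expressing GPR55 and beta-arrestin-GFP; plate controls were DMSO negative control for no effect and LPI positive control for full effect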
KOR beta-arrestin-2: KOR antagonists, beta-arrestin recruitment, cell-based, luminescence, uHTS (AID 1778); Kappa-type opioid receptor (Homo sapiens); KOR beta-arrestin recruitment, luminescence, antagonist mode; higher % means a stronger effect; inhibition, % at 10 µM, or IC50 in µM where a hit was titrated; 0.091% of 290,000 active; in the data active = inhibition above about 50%; note: strong numbers were not always called active
NTR1 ag: agonists of NTR1, primary screen, imaging, U2OS cells, beta-arrestin-GFP, high content (AID 493036); 0.17% of 330,000 active; NTR1-U2OS beta-arrestin-GFP spot imaging, agonist mode; Neurotensin receptor type 1 (Homo sapiens), P30989; activation, % at 20 µM;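 active = activation at or above 40% of the spot to cytoplasm intensity ratio, with at least 20 cells analyzed; inconclusive = wells under 20 cells, flagged as cytotoxic or low count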;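 note: 0% = DMSO without peptide and 100% = 100 nM NTR1 peptide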
Target sequence (P30989 whole entry, looked up): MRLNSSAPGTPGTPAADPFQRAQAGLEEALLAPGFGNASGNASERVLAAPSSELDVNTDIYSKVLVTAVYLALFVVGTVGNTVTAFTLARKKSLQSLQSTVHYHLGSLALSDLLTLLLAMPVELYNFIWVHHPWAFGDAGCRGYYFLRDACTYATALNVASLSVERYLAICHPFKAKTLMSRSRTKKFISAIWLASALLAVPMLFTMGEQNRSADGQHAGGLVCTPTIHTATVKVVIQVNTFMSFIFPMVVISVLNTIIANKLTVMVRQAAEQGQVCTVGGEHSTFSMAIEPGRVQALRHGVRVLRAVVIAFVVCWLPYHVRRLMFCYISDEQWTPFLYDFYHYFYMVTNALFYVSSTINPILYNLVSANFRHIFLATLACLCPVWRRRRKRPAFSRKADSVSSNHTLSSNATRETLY
GPR55 LPI antagonism: GPR55 antagonists blocking LPI-driven arrestin recruitment, primary screen, imaging, U2OS, beta-arrestin-GFP, LPI agonist (AID 2013). 0.13% of 290,000 active. G-protein coupled receptor 55 (Homo sapiens). U2OS GPR55 beta-arrestin-GFP translocation imaging, LPI antagonism; higher % means a stronger effect. one-dose inhibition, % at 10 µM; IC50 in µM for titrated hits;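 active = spots per cell inhibited over 60%, with over 100 cells counted and total cytoplasm intensity under 500,000; inconclusive = wells with under 100 cells, flagged as likely toxic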;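 note: U2OS cells stably carrying GPR55 and arrestin-GFP stimulated by 5 µM LPI near EC80; imaged beta-arrestin-GFP aggregate spots per cell after agonist stimulation; plate controls were LPI-stimulated DMSO wells for no effect and DMSO wells without LPI for full effect; some results filed as inactive read as strong as hits; confirmed hits need IC50 under 10 µM and bright autofluorescent wells are also inconclusive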
NTR1 ag cell count 20 µM: second read-out of NTR1 ag, no call of its own (marks repeat the call); cell count; measured here: cell count, cytotoxicity flag
* hit, by the source's call; ? = inconclusive; nt = not tested or not shown; [ ] = dose if it differs, or a comment. This is a subset; the hit share may differ from the screen's.

SMILES	Rac1 GTP hydrolysis	K1F lysis inhibition	NOD1 NF-kB reporter	GPR35 antagonists	KOR beta-arrestin-1	GPR55 beta-arrestin	KOR beta-arrestin-2	NTR1 ag	NTR1 ag cell count 20 µM	GPR55 LPI antagonism
Cc1ccc(-c2nnc(Nc3cccc(O)c3)c3ccccc23)cc1S(=O)(=O)NCCO	19%	0.2%	34%	-4%	-1.4%	-0.2%	-43%	1.7	68	-8%
COCCN(Cc1ccccc1)C(=O)c1cc(-c2ccc(OC)c(OC)c2)nc2ccccc12	5%	-0.6%[50 µM]	nt	-19%	5.3%	-0.1%	-33%	7.5	52	2%
O=C(c1ccccc1)c1ccc(C(=O)N2CCOCC2)cc1	12%	1.4%	11%	6%	-4.0%	0.0%	41%	-0.7	37	1%
Cc1cc(C(=O)N/N=C/c2ccc([N+](=O)[O-])cc2)c(C)o1	6%	0.2%	-22%	17%	1.0%	0.0%	-28%[20 µM]	2.5	41	-11%
CC1=CS(=O)(=O)CC1Sc1nc2ccccc2[nH]1 (stereo not drawn)	5%	0.4%	1%	1%	3.3%	-0.1%	-14%	0.5	57	6%
CC(=O)c1c(C)nc2ccc(Br)cc2c1-c1ccccc1	3%	-0.2%	15%	5%	6.0%	-0.7%	-53%	1.9	101	17%
COc1cccc(C(=O)Nc2ccccc2C(=O)NCC2CCCO2)c1 (stereo not drawn)	2%	0.0%	-46%	2%	-1.0%	0.8%	4%	0.9	65	10%
COc1ccccc1-c1ccc(=O)n(CC(=O)NCc2ccc3c(c2)OCO3)n1	17%	-1.1%	-12%	9%	-4.8%	0.2%	22%	0.6	59	-14%
CC1CCC(C(C)C)C(OCC[N+](C)(C)C)C1 (stereo not drawn)	7%	5.0%[50 µM]	-29%	15%	-3.8%	-0.2%	-5%	1.7	63	4%
O=c1c2c(nc3n1CCCCC3)sc1c(O)cccc12	?	-0.4%	-61%	10%	0.7%	-0.1%	-4%	1.4	54	-4%
CC(=O)Nc1ccc(C(=O)OCC(=O)NC2CCCCCCC2)cc1	3%	-0.5%	-14%	2%	0.4%	-0.4%	-32%	2.7	46	4%
CC1(C)CC(=O)C(C(C2=C(O)CC(C)(C)CC2=O)c2cccnc2)C(=O)C1 (stereo not drawn)	12%	0.1%	14%	-20%	4.2%	-0.3%	38%	0.1	49	16%
CN1C(=O)c2oc3ccccc3c(=O)c2C1c1ccccn1 (stereo not drawn)	11%	0.7%	-16%	-3%	-2.7%	-0.1%	12%	-1.3	51	3%
COCCOC(=O)C1=C(C)NC(SCC(=O)NC(C)(C)C)=C(C#N)C1c1ccco1 (stereo not drawn)	-11%	-4.6%	3%	-7%	-7.3%	-0.2%	4%	-0.7	54	1%
Cc1c(C#N)c(N=CN(C)C)c(C(=O)c2ccc(Br)cc2)n1-c1ccc(Cl)cc1	6%	0.3%	16%	4%	18%	-0.2%	20%	9.1	89	8%
O=C(O)Cc1ccc(C(=O)c2ccc(Cl)cc2Cl)s1	13%	0.1%	3%	26%	0.0%	0.5%	30%	2.0	91	10%
C=C(c1ccc(OC)cc1)c1ccc(OC)cc1	6%	1.0%[50 µM]	-1%	-9%	0.8%	0.0%	-21%	1.0	61	-8%
COC(=O)C1C(=O)c2c([nH]c(C(=O)OCCSC)c2C)CC1C (stereo not drawn)	2%	0.9%	-46%	7%	-12%	-0.1%	22%	-1.1	58	1%
Cc1ccccc1C(=O)N1CCC(C(=O)Nc2ccc(S(=O)(=O)N(C)C(C)C)cc2)CC1	6%	0.1%	14%	-3%	-2.6%	0.0%	-12%	0.8	79	-9%
CC(=O)ONC(=Nc1ccccc1)c1nonc1N	6%	-0.2%	1%	-16%	4.5%	0.2%	-11%	0.9	41	-8%
Cc1nn(C)c(Nc2ccc(Br)cc2)c1Br	1%	-0.1%	45%*	4%	0.0%	0.7%	-12%	0.9	40	8%
O=C1C=C(N(CCO)Cc2ccccc2)c2ccccc2C1=O	-2%	0.0%	-44%	-31%	9.0%	0.2%	-80%	nt	nt	-18%
COc1ccc(Nc2ncc(F)c(N3CCOCC3)n2)cc1	1%	0.0%	4%	-19%	-2.8%	1.2%	-2%	0.2	33	7%
CCc1ccc(OCC(O)CN2CCC(CN3C(=O)c4cccc5cccc(c45)C3=O)CC2)cc1 (stereo not drawn)	5%	7.1%	-4%	1%	32%	1.4%	-54%	37	58	-6%
COc1ccc(N2CCN(S(=O)(=O)c3ccc4c(c3)CCCC4)CC2)c([N+](=O)[O-])c1	8%	-0.2%[50 µM]	nt	-23%	-3.1%	-0.1%	26%	2.7	46	22%
COc1ccc(NC(=O)C2CC2)cc1-n1cnnn1	5%	0.5%	-6%	-8%	0.2%	-0.3%	28%	0.0	80	-4%
COc1ccc(NC(=O)CCCN2C(=O)/C(=C\c3ccco3)SC2=S)cc1	11%	-0.4%	20%	2%	-0.5%	-0.5%	20%	nt	nt	0%
COC(=O)c1cc(S(=O)(=O)NCc2ccc3c(c2)OCO3)c[nH]1	-2%	0.3%	-11%	3%	0.8%	-0.1%	-7%[20 µM]	-1.0	65	-1%
Cc1cc(C)c(NC(=S)N2CCCC2C(=O)O)c(C)c1 (stereo not drawn)	-7%	0.1%	-8%	-2%	0.8%	-0.2%	-15%	1.5	76	10%
CCN(CC)c1ccc(/C=N/NC(=S)NCc2ccc(OC)cc2)cc1	12%	0.2%	20%	-4%	-1.4%	-0.5%	36%	1.5	99	21%
NS(=O)(=O)c1ccc(CCNC(=O)CSc2nc3ccccc3c3nc(CCN4CCCCC4)nn23)cc1	4%	-0.5%	-32%	-2%	-5.3%	-0.3%	7%	0.7	34	8%
COc1ccccc1C(c1nnnn1Cc1ccccc1)N1CCC(C(N)=O)CC1 (stereo not drawn)	5%	0.3%	-8%	8%	1.2%	-0.4%	2%	-2.2	84	-11%
CC(CCc1ccccc1)NC(=O)C(Cc1ccccc1)NS(=O)(=O)c1cccs1 (stereo not drawn)	3%	0.1%	20%	0%	-3.6%	-0.1%	13%	4.7	54	-9%
COCCCNC(=O)c1sc2ncnc(N3CCc4ccccc4C3)c2c1C	-1%	-0.1%	nt	-10%	-2.5%	-0.3%	5%	0.8	80	2%
Cc1nc2ccccn2c1C(=O)N=Nc1c(O)n(CCC(C)C)c2ccccc12	-4%	2.0%	92%*	6%	-1.5%	-0.2%	-18%	3.7	78	6%
O=c1c2oc3ccccc3c2ncn1Cc1cccc(Cl)c1	5%	0.3%	-19%	-6%	-1.9%	0.1%	4%	-0.1	53	2%
CC(C)Oc1ccccc1NC(=O)CSc1nccn1C	0%	0.2%	-10%	-15%	-3.6%	0.2%	13%	-1.4	46	2%
c1ccc2c(c1)CC1(CCCC1)n1nnnc1-2	6%	3.4%	0%	16%	-2.1%	-0.2%	-6%	2.6	72	7%
CC(c1ccccn1)N(C)C(=O)c1ccc2nc(Cc3cccc(Cl)c3)oc2c1 (stereo not drawn)	6%	1.4%[50 µM]	-55%	-4%	5.7%	0.3%	8%	0.1	62	2%
COC(=O)CC(NC(=O)c1ccco1)c1ccc(C(C)C)cc1 (stereo not drawn)	5%	-0.8%	5%	5%	3.2%	-0.1%	9%	-6.1	87	2%
COc1ccc(CC(=O)N/N=C(\C)c2cccnc2)cc1OC	8%	-0.1%	-16%	6%	-2.2%	-0.1%	8%	-0.8	70	3%
Nc1nc(SCC(=O)Nc2ccc3c(c2)CCC3)n[nH]1	-6%	-3.7%	-11%	-11%	-0.8%	-0.2%	-4%	-1.8	51	12%
O=C(O)CCC(=O)Nc1nnc(C(F)(F)F)s1	-1%	4.4%[50 µM]	-2%	24%	-3.4%	-0.4%	20%	-1.9	47	0%
CCOc1cccc(-c2c(C(=O)N/N=C(\C)c3cccs3)nnn2-c2nonc2N)c1	7%	-1.1%	-3%	-6%	3.9%	0.0%	-25%	5.2	36	3%
CCOc1ccc(N2CC(C(=O)Nc3ccc(S(=O)(=O)N4CCCC4)cc3)CC2=O)cc1 (stereo not drawn)	5%	-0.2%	15%	0%	-2.0%	-0.1%	-10%	-1.3	49	-4%
O=C1OC(N2C(=O)CC[C@H]2C(=O)NCC2CCCO2)c2ccccc21 (stereo partly drawn)	2%	6.8%	-26%	1%	-2.8%	-0.1%	-38%[20 µM]	-0.1	81	-6%
CCOC(=O)c1sc(C)c2c1NC(c1ccc(Cl)cc1)NC2=O (stereo not drawn)	10%	-1.3%[50 µM]	-24%	4%	-1.5%	0.2%	-15%	2.5	57	1%
CNc1oc(-c2ccccc2)nc1S(=O)(=O)c1ccc(C)cc1	10%	0.2%	-17%	-5%	4.0%	0.0%	-12%	1.4	75	-2%
Cc1ccsc1C(=O)NCCc1nnc2ccccn12	-3%	0.3%	-12%	11%	1.8%	0.2%	-30%	0.6	60	8%
COc1ccc(NC(=O)CN(C)S(=O)(=O)c2ccc3c(c2)CCCN3C(C)=O)cc1	-36%	-0.3%	-5%	4%	-2.9%	-0.2%	-12%	0.3	70	2%
COc1ccc(NC(=O)COC(=O)c2ccncc2)c(OC)c1	9%	0.9%	-27%	2%	-0.2%	-0.3%	-3%	-1.4	77	3%
CC(=O)c1ccc(NC(=O)CSC(C)C)cc1	11%	0.1%	0%	-12%	0.2%	-0.2%	20%	-0.3	63	4%
CCn1c(CNc2ccc(C)cc2C)nnc1SCC(=O)N1CCCc2ccccc21	-1%	-0.7%	-8%	-6%	5.6%	-0.1%	-96%	-0.4	88	1%
COc1ccc2cc(CN(C(=O)Nc3ccccc3OC)C3CCCC3)c(=O)[nH]c2c1	-14%	-0.8%	-10%	0%	-0.9%	-0.3%	1%	1.6	44	12%
